PvdQ inh – P. aeruginosa PvdQ acylase inhibition. purified PvdQ acylase, fluorescence plate reader. inhibition, % at 10 µM. 0.063% of 340,000 active; in the data active = inhibition above about 30%, passing the limit was not always enough;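 also: 0% = vehicle neutral wells and 100% = reference inhibitor wells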
CDK5 inh – CDK5/p35 (human) kinase inhibition; Q00535+Q15078; 0.01% of 330,000 active; Recombinant CDK5/p35, ADP-Glo luminescence, 60 min; inhibition, % at 10 µM;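 active = highest replicate inhibition of at least 50% and at least 75% of replicates reaching 50%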;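 also: plate controls were DMSO neutral control for no effect and GW8510 at 10 µM for full effect; many of its hits are not listed in these tables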
V-ATPase pHluor – regulators of yeast V-ATPase proton transport. S. cerevisiae, pHLuorin cytosolic pH fluorescence. response, % at 10 µM. 0.37% of 350,000 active. AID 504577; in the data active = response mostly above about 7.3%, no sharp cut-off; inactive = mostly below about 5.4%; also: actives read high; inactives centre near 0; some compounds called inactive have numbers as strong as hits; reference of the scale not given here
dFosB activator – activators of mouse delta FosB homodimer. P13346. activation, % at 25 µM. 0.99% of 340,000 active. purified delta FosB, TAMRA-CDK5 oligo fluorescence polarization; percent of positive-control signal above neutral wells;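 active = mean activation above about 17%, with every replicate also reaching it, limit read from the data, passing the limit was not always enough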;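 also: fluorescence polarization rise as delta FosB binds a TAMRA Cdk5 AP-1 oligo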
MITF TRPM1 HTS – activators of MITF-driven TRPM1 promoter activity in SK-MEL-5 cells; SK-MEL-5 TRPM1-promoter luciferase, 24 h; % of positive control, neutral wells = 0; activation, % at 12.5 µM; 0.75% of 300,000 active;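 active = mean activation of at least 80% with every replicate also reaching 80%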;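 also: 0% = neutral control wells and 100% = parthenolide positive control wells; values of inactives mirror those of a sister screen read the other way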
Wnt bcat act – activators of Wnt/beta-catenin signaling. Wnt/beta-catenin reporter cell assay, activator, plate reader. AID 743398. 1.2% of 300,000 active. activation, % at 9.35 µM; in the data active = activation above about 30%, passing the limit was not always enough;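 also: 0% = neutral control wells and 100% = positive control wells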
NSD2 HMT inh – blocks human histone methyltransferase NSD2. 0.54% of 310,000 active. O96028. inhibition, % at 12.5 µM. NSD2 peptide methylation, AlphaScreen, 120 min; in the data active = inhibition above about 50%
HTR5A ag – activates human HTR5A in OPRM1-OPRD1 agonist counter-screen | P47898 | HTR5A agonist assay, luminescence, cell-based | activation, % at 9.3 µM | 0.61% of 340,000 active; in the data active = activation mostly above about 9.5%, no sharp cut-off; inactive = mostly below about 7.6%;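 also: 0% = cells with vehicle only and 100% = reference agonist; strong numbers were not always called active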
SR-BI DiI inh – blocks mouse SR-BI lipid uptake from DiI-HDL. AID 488896. Q61009. 0.96% of 320,000 active. ldlA[mSR-BI] CHO cells, DiI-HDL uptake fluorescence, 3 h. inhibition, % at 12.5 µM;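 active = mean replicate inhibition of at least 70% and a set share of replicates each scoring 70 or more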;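 also: 0% = median of neutral control wells and 100% = median of positive control wells; values of inactives mirror those of a sister screen read the other way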
HTR5A inv ag – counter-screen for OPRM1-OPRD1 inverse agonists: human HTR5A inverse agonism; inhibition, % at 9.3 µM; 0.083% of 340,000 active; HTR5A cell line, luminescence; P47898; AID 504634; in the data active = inhibition mostly above about 23%, no sharp cut-off; inactive = mostly below about 18%;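 also: 0% = cells with DMSO and 100% = no-cell wells with DMSO; some compounds called inactive have numbers as strong as hits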
Numbers without * were called inactive; . = no result given.

Screens by letter: A = PvdQ inh; B = CDK5 inh; C = V-ATPase pHluor; D = dFosB activator; E = MITF TRPM1 HTS; F = Wnt bcat act; G = NSD2 HMT inh; H = HTR5A ag; I = SR-BI DiI inh; J = HTR5A inv ag
> COc1ccc(CNC(=O)Cn2c(=O)n(CCC(=O)N3CCCCC3)c(=O)c3sccc32)cc1
  A: -18.3	B: -0.6	C: 1.5	D: 1.7	E: -0.9	F: -1.4	G: -2.0	H: -2.1	I: -2.0	J: 8.6
> CCc1cc(=O)oc2c3c(cc(OCC(=O)NCCN4CCOCC4)c12)OC(C)(C)CC3
  A: -21.9	B: 1.4	C: 12.4	D: -17.6	E: -10.8	F: -0.7	G: .	H: 3.0	I: 24.7	J: 24.9
> O=[N+]([O-])c1ccc(N2CCN(c3ccc([N+](=O)[O-])cc3CO)CC2)c(CO)c1
  A: -12.0	B: -0.6	C: 2.9	D: -8.5	E: -41.1	F: 1.1	G: 0.4	H: 3.1	I: 46.3	J: -11.2
> CS(=O)(=O)c1ccc2nc(NC(=O)c3ccc(Cn4cc(Br)cn4)o3)sc2c1
  A: -0.7	B: 1.7	C: -0.7	D: -18.0	E: -0.4	F: 1.7	G: 1.0	H: 4.1	I: -2.6	J: -1.5
> Cc1cc(=O)n2[nH]nnc2n1
  A: -0.4	B: 0.7	C: 0.2	D: 6.5	E: -2.9	F: -1.9	G: 2.2	H: 0.4	I: .	J: -25.0
> Cc1ccc(CNC(=O)COC(=O)Cc2ccc(-c3ccccc3)cc2)cc1
  A: -5.8	B: 0.5	C: -2.5	D: -0.2	E: 0.4	F: -0.3	G: -1.4	H: 1.3	I: 7.2	J: -12.5
> CCC(=O)Nc1ccccc1C(=O)C(=O)Nc1ccccc1
  A: 2.5	B: 0.6	C: 0.2	D: -7.6	E: -8.9	F: .	G: -3.0	H: 4.7	I: 9.2	J: 7.9
> Cc1oc(-c2ccccc2)cc1C(N)=O
  A: -5.0	B: 2.8	C: 4.8	D: -0.3	E: 6.6	F: -2.7	G: 3.0	H: 0.5	I: -1.8	J: -4.2
> Cc1sc2nc(C3CC3)nc(SCC(=O)N3CC(=O)Nc4ccccc43)c2c1C
  A: 2.9	B: 3.2	C: 1.0	D: 2.6	E: -3.5	F: 7.8	G: -1.1	H: 5.6	I: 29.6	J: 4.7
> Cc1noc(C)c1S(=O)(=O)N1CCC(C(=O)O)CC1
  A: -7.7	B: 0.4	C: -0.6	D: -1.8	E: -0.2	F: -3.8	G: -11.9	H: -3.4	I: -0.1	J: 8.5

Whole records, looked up by structure.
Record of CCC(=O)Nc1ccccc1C(=O)C(=O)Nc1ccccc1 → PvdQ inh = 2.5; CDK5 inh = 0.6; V-ATPase pHluor = 0.2; dFosB activator = -7.6; MITF TRPM1 HTS = -8.9; Wnt bcat act = .; NSD2 HMT inh = -3.0; HTR5A ag = 4.7; SR-BI DiI inh = 9.2; HTR5A inv ag = 7.9
Record of Cc1oc(-c2ccccc2)cc1C(N)=O → PvdQ inh = -5.0; CDK5 inh = 2.8; V-ATPase pHluor = 4.8; dFosB activator = -0.3; MITF TRPM1 HTS = 6.6; Wnt bcat act = -2.7; NSD2 HMT inh = 3.0; HTR5A ag = 0.5; SR-BI DiI inh = -1.8; HTR5A inv ag = -4.2

Reformatted with each value named: 2 of the compounds above.
CS(=O)(=O)c1ccc2nc(NC(=O)c3ccc(Cn4cc(Br)cn4)o3)sc2c1
  PvdQ inh: -0.7
  CDK5 inh: 1.7
  V-ATPase pHluor: -0.7
  dFosB activator: -18.0
  MITF TRPM1 HTS: -0.4
  Wnt bcat act: 1.7
  NSD2 HMT inh: 1.0
  HTR5A ag: 4.1
  SR-BI DiI inh: -2.6
  HTR5A inv ag: -1.5
Cc1cc(=O)n2[nH]nnc2n1
  PvdQ inh: -0.4
  CDK5 inh: 0.7
  V-ATPase pHluor: 0.2
  dFosB activator: 6.5
  MITF TRPM1 HTS: -2.9
  Wnt bcat act: -1.9
  NSD2 HMT inh: 2.2
  HTR5A ag: 0.4
  SR-BI DiI inh: .
  HTR5A inv ag: -25.0
